mHTT CaM bind – disrupts binding of mutant huntingtin to calmodulin; AlphaScreen His-mHTT/GST-CaM binding, luminescence; inhibition, % at 15 µM; AID 1671202; 190,000 tested, 3.6% active;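 further: 0% = both proteins with DMSO and 100% = one protein alone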
Pf apPOL inh – Pf-apPOL DNA polymerase inhibition. Recombinant Pf-apPOL, molecular beacon fluorescence, 1.5 h. inhibition, % at 10 µM. 210,000 tested, 0.25% active
The depositor's hits bear a star; / = not tested or not shown; & = joins results of further samples; ! = a repeat was not active. No stated cut-off is given here; in the data, active means inhibition above about 50%; inactive means the rest. Rows are unselected; overall some 3.5% were active at least once.

SMILES | mHTT CaM bind | Pf apPOL inh
Cc1ccccc1-c1noc(C2CCN(CC(=O)Nc3c(C)cccc3C)CC2)n1 | 1 | 2
O=C(CSc1nc2ccccc2[nH]1)Nc1ccc(N2CCOCC2)c(Cl)c1 | 14 | 0
Cc1cc(OCC(=O)NCC2CCCO2)ccc1Br (stereo not given) | -5 | 0
CN(C)c1nc(OCC(F)(F)F)nc(N2CCN(C34CC5CC(CC(C5)C3)C4)CC2)n1 | -3 | -11
O=C(NCC1(c2ccccc2)CCCC1)C(=O)N1CCOCC1 | -2 | -8
Cc1ccc(OCC(=O)NC2CCCCCC2)cc1C | -7 | -12
O=C(c1ccc(Cl)cc1Cl)N1CCCC(C(F)(F)F)C1 (stereo not given) | -6 | 5
COc1ccc(CCNC(=O)c2c(C)cc(=O)oc2C)cc1OC | -10 | -8
COC(=O)c1ccc(S(=O)(=O)NN2CCOCC2)n1C | / | -4
COc1cc([N+](=O)[O-])cc2sc(NC(=O)c3ccccc3SC)nc12 | -12 | -1
O=C(c1ccsc1)N1CCCC2(C1)Nc1cccnc1NC2=NCc1ccccc1 (stereo not given) | -2 | -6
Cc1ccccc1NC(=O)c1ccc(F)c(S(=O)(=O)N2CC(C)CC(C)C2)c1 (stereo not given) | -3&-4 | 2&-2
Cc1ccc(C(=O)Nc2cccc(-c3nc4ncccc4o3)c2C)cc1 | 12 | 12
COc1cc(Cl)cc(/C=C2\C(=O)NN(c3ccc(C)c(Cl)c3)C2=O)c1O | 13 | -1
COc1ccccc1-n1ccnc(NC(=O)c2cccc(F)c2)c1=O | -4 | 0
CCn1c(SCC(=O)Nc2ccc(OC)cc2)nnc1-c1ccncc1 | 6 | -9
CCCCNC(=O)c1cc2n(n1)C(C(F)(F)F)CC(c1ccc(Br)cc1)N2 (stereo not given) | 3 | 13
CCC(CC)C(=O)N1CCCC(C)(C(=O)NCc2cccc(F)c2)C1 (stereo not given) | -13 | -6
Cc1cccc(C2CCCN2C(=O)Cn2cc(Cl)cn2)c1 (stereo not given) | -2 | 1
COc1ccc(C)cc1NS(=O)(=O)c1ccc(NC(=O)CSCc2ccccc2)cc1 | 37 | -8
COc1ccc(OCC(O)CC(=O)O)cc1 (stereo not given) | -11 | -5
COc1ccc(NC(=O)Nc2cccnc2)cc1 | -4 | -6
O=C(Nc1ccc(NC(=O)c2ccccc2Cl)cc1)c1ccc(Cl)c([N+](=O)[O-])c1 | 3 | 1
CC(=O)N(c1ccccc1)C1CC(C)N(C(=O)C(C)C)c2ccccc21 (stereo not given) | 1 | -1
CCc1noc(-c2cccnc2N2CCCN(C(=O)Cc3cccc(F)c3)CC2)n1 | -3 | 4
SMILES | mHTT CaM bind | Pf apPOL inh
COc1ccccc1NC(=O)c1cnn(-c2ccccc2)c1NC(=O)c1cccc(F)c1 | 59*! | 8&-1
COCOCCn1cc(CN2CCS(=O)(=O)N(Cc3ccc(-c4ccncc4)cc3)C(C(C)C)C2=O)nn1 (stereo not given) | 20 | -4
Cc1nnsc1C(=O)N1CCC(CNS(=O)(=O)c2cccnc2)CC1 | 0 | 2
O=C(Nc1cc(Br)ccc1O)C1CC(c2ccccc2F)=NO1 (stereo not given) | 0 | -2
C=C(C)COc1ccc2c(C)c(-c3ccc(OC)c(OC)c3)c(=O)oc2c1 | -2 | -10
CCOC(=O)c1cnc2nc(C)ccc2c1Nc1cc(F)ccc1F | 26 | -2
CN1CCC(NC(=O)C2CCN(c3nc4ccc(-c5ccncc5)nc4s3)CC2)CC1 | 1 | -1
CC(=O)COc1ccc2c(c1)OC(=Cc1ccc(F)cc1)C2=O | 6 | -4
O=C(Nc1ccccc1Cl)c1ccc(F)c(S(=O)(=O)NCc2ccc(F)cc2)c1 | -1 | -3
CC1(C)OC(=O)C(=CNc2ccccc2F)C(=O)O1 | 1 | -6
COc1ccc2cc3cc(C(=O)Nc4cccc(C)n4)oc3nc2c1 | -2 | -1
O=C(CCc1ccccc1)N1CCN(c2nnc3ccc(C(F)(F)F)cn23)CC1 | 3 | -4
COc1ccc(Cl)cc1N1C(=O)C=C(c2ccccc2)C1=O | / | 2
COc1cc(OC)cc(C(=O)N2CC(=O)Nc3ccc(F)cc3C2c2ccc(F)cc2)c1 (stereo not given) | 19 | -5
Cc1ccn(-c2ccc(Nc3ccc(NC(=O)c4ccccc4C(F)(F)F)cc3)nn2)n1 | 5 | -1
O=[N+]([O-])c1cccc(S(=O)(=O)N2CCSC2c2ccccc2)c1 (stereo not given) | -2 | -6
CCCCS(=O)(=O)NCCNc1cc(NCC)nc(C)n1 | -8 | -4
O=C(O)c1c2c(nc3ccccc13)CCCC2 | -6 | -13
COCCCNC(=O)NCCC1CCN(S(=O)(=O)c2ccc(F)cc2)CC1 | 35 | 2
CCN(CC)CC(C)CNC(=O)CN1N=C(c2ccc(Cl)cc2)CCC1=O (stereo not given) | -7 | -26
Cc1c(-c2noc(C(=O)N3CCCCC3)n2)oc2c(C)cccc12 | -13 | 0
CN(CC(=O)Nc1ccc2c(c1)OCCO2)c1nc2c(Cl)cccc2s1 | -4 | 1
Cc1ccc(NC(=O)N2CCCC(C)(C(=O)NCc3ccc(F)cc3)C2)c(C)c1 (stereo not given) | 1 | -6
O=C(/C=C/c1cccc([N+](=O)[O-])c1)Nc1cccc(Cl)c1Cl | 0 | 1
O=[N+]([O-])c1cc(Cl)cc(C=Nc2ccc(F)cc2)c1O | 29 | -8
SMILES | mHTT CaM bind | Pf apPOL inh
CCOC(=O)C(=O)Nc1cccc(F)c1 | -24 | 4
COC(=O)c1[nH]nc(-c2n[nH]c(C(=O)OC)c2[N+](=O)[O-])c1[N+](=O)[O-] | -7 | /
Cc1ccc(NC(=O)CCNS(=O)(=O)c2ccc(Br)s2)cc1F | -6 | -10
COc1cc(NC(=O)CN2C(=O)C(c3ccc(C)cc3)=NC23CCCCCC3)cc(OC)c1 | -3 | -4
O=C1CCC[C@H]2[C@@H](Cc3ccccc3)[C@@H](O)CC[C@]23CCCN13 | 6 | -4
Cc1ccccc1Cc1c(C)nc2nc(SCC(=O)NCC3CCCO3)nn2c1C (stereo not given) | 10 | -5
Cc1ccc(S(=O)(=O)NC(CC(=O)NCc2ccc3c(c2)OCO3)c2ccco2)cc1 (stereo not given) | 10 | -6
O=C(NCCc1ccccc1)C1C2C=CC3(CN(Cc4cccs4)C(=O)C13)O2 (stereo not given) | 0 | -2
COc1ccccc1C1SCCN1S(=O)(=O)c1ccc(-c2ccccc2)cc1 (stereo not given) | -4 | 6
CC(=O)c1cc2c(cc1NC(=NS(=O)(=O)c1ccccc1)c1ccccc1)OCO2 | -1 | 3
CC(CCc1ccccc1)NC(=O)c1ccccc1I (stereo not given) | -8 | 0
CCOc1ccc(C=C2Oc3c(ccc(O)c3CN3CCCCC3)C2=O)cc1 | 20 | -21
CCc1ccc(NC(=O)c2oc(=O)c3ccccc3c2-c2ccccc2)cc1 | -3 | 2
CC(C)(C)C1CCc2nc(SCC(=O)Nc3nccs3)c(C#N)cc2C1 (stereo not given) | 5 | -2
CCOc1cc(Nc2ccc(NC(=O)c3ccco3)cc2)nc(C)n1 | 4 | -10
Cc1cc(NC(=O)c2ccco2)n(-c2nc3ccccc3n2C)n1 | 1 | -6
CNc1nc2c(c(=O)n(C)c(=O)n2C)n1CC(O)COc1ccccc1C (stereo not given) | -3 | -8
COc1ccc(C)cc1N1CCN(C(=O)c2cccc(Cl)c2)C(C)C1=O (stereo not given) | -4 | -1
CCOc1ccc(-c2nc3s/c(=C\c4ccc(OC)cc4)c(=O)n3n2)cc1 | 14 | 2
COc1cccc2c1OCC(=O)N(c1ccc(C(N)=O)cc1)C2 | -4 | -1
CC(C)OCCCNC(=O)c1cn(C)c(=O)c2c1c1ccccc1n2C | -1 | -3
Cn1c(=O)c2c(nc(Br)n2CC(=O)c2ccc(Br)cc2)n(C)c1=O | 4 | 5
NC1=NC(=O)CC(C(=O)Nc2ccc(Oc3ccccc3)cc2)S1 (stereo not given) | 0 | -6
CCc1ccc(CNC(=O)c2ccn3c(-c4ccc(F)cc4)nnc3c2)cc1 | 1 | -2
COc1ccc(-n2nc(C(=O)NCC(=O)N3CCCCCC3)c3ccccc3c2=O)c(OC)c1 | 11 | -3
SMILES | mHTT CaM bind | Pf apPOL inh
C[C@H]1COc2cccc(F)c2S(=O)(=O)N1 | -8 | -2
COc1ccc(S(=O)(=O)N2CCSC2c2ccccc2OC)cc1 (stereo not given) | -15 | 6
Cc1cc(C)n2c(Br)c(CSc3nc4ccccc4o3)nc2n1 | -3 | -1
COc1ccc(-c2nnc(N3CCC(C(=O)NCCN4CCCCC4)CC3)o2)cc1 | -9 | -1
Cc1nc2ccc(I)cc2c(=O)n1-c1ccc2nsnc2c1 | 10&4 | -6&0
Cc1nc(C)n2ccn(CCOc3ccc(F)cc3)c(=O)c12 | 7 | 2
CCn1c(C)nc2cc(S(=O)(=O)C(F)(F)F)ccc21 | 0 | 0
CC1CCN(S(=O)(=O)c2ccc(C(=O)Nc3nc4c(s3)Cc3ccccc3-4)cc2)CC1 | 10 | -10
O=C(C1CCN(c2nc3ccc(-c4ccsc4)nc3s2)CC1)N1CCCC1 | 12 | -3
CCCOc1ccc(C2C3=C(CC(C)(C)CC3=O)Nc3ccc4ncccc4c32)cc1 (stereo not given) | 49 | -2
Cc1ccnc(NC(c2cccnc2)c2ccc3cccnc3c2O)c1 (stereo not given) | 100* | 4
COc1ccc(CCNC(=O)c2ccccc2[N+](=O)[O-])cc1OC | 2 | -2
CCN1CCN(CCC(C)c2ccccc2)CC1 (stereo not given) | 2 | -1
COc1ccc(OC)c(NS(=O)(=O)c2ccc(OC)c(OC)c2)c1 | 11&10 | -12&-2
Cc1nc2c(C(=O)NCCc3ccccc3)c[nH]n2c(=O)c1Cc1cccc(Cl)c1 | 46 | -7
O=C(Nc1ccc2oc(-c3ccccc3)nc2c1)c1ccc([N+](=O)[O-])o1 | 2 | -7
CC(=O)c1ccc(NC(=O)C2CC(=O)OC23CCCCC3)cc1 (stereo not given) | 8 | 1
O=C(NCc1cccnc1)c1cnn2c3c(cnc12)CCCC3 | 5 | 0
CCOc1cc(/C=c2\sc3nc4ccccc4n3c2=O)c(Br)cc1OCC(=O)O | 13 | -12
COc1ccc(Cl)cc1NC(=O)COc1ccccc1C | -10 | 0
S=C(NCC1CCCCC1)O[C@H]1CCC12CCC(c1ccccc1)CC2 (stereo not given in full) | -1 | -4
Cc1oc2c(CN(C)C)c(O)ccc2c(=O)c1-c1ccc(Cl)cc1 | 8 | -2
CC(=NNc1ccccc1)c1cc(Cl)cc(Cl)c1O | / | -3
Nc1ccc2oc(-c3ccc(F)cc3Cl)nc2c1 | -2 | -7
COc1cccc(-c2cc(C(=O)N3CCN(c4ncccn4)CC3)n(C)n2)c1 | 5 | -9
SMILES | mHTT CaM bind | Pf apPOL inh
Cc1ccc(Oc2ncccc2N)c2c1CCC2 | / | -9
COc1cc(C=O)ccc1OCCCCOc1ccccc1Br | -91 | -15
c1ccc(Sc2ccc3ccccc3n2)cc1 | -55 | /
CCc1nnc(NC(=O)c2sc3nc(C)cc(COC)c3c2N)s1 | -2 | -6
O=C(O)CCC(=O)Nc1ccc(Sc2ccc([N+](=O)[O-])cc2)cc1 | 13 | -4
CS(=O)(=O)c1ccc2nc(NC(=O)NC3(C(F)(F)F)Oc4ccccc4O3)sc2c1 | 0 | 2
CC(C)(C)C(=O)NC(Cc1ccccc1)c1nnc(N2CCCCC2)o1 (stereo not given) | 1 | -4
Cc1ccc(SCCNC(=O)Nc2ccccc2)cc1 | -10 | -44
COc1ccc(C2=NN(CC(=O)NCc3cccnc3)C(=O)CC2)cc1 | -3 | -11
Cc1sc2ccn(C)c(=O)c2c1C(=O)NC(C)c1ccc(F)cc1 (stereo not given) | 8 | -1
COc1ccc(-c2c3c(nc4c2c(=O)n(C)c(=O)n4C)-c2ccccc2CC3)c(Cl)c1OC | / | -6
COc1ccccc1OCCOc1cccc(C)c1C | -36 | -4
O=C(c1cc2ccccc2oc1=O)N1CCN(c2cccc(Cl)c2)CC1 | 30 | 0
CS(=O)(=O)N(CC(=O)NCC1CCCO1)c1ccc(Cl)c(Cl)c1 (stereo not given) | 0 | -4
CS(=O)(=O)Oc1ccc2c(=O)c(-c3ccccc3)coc2c1 | -1 | -15
COc1c(C(=O)O)sc(C(=O)O)c1OC | / | 27
CC1=C(C)CC(C(=O)Nc2ccc(S(=O)(=O)N3CCOCC3)cc2)C(C(=O)O)C1 (stereo not given) | 1 | 1

Bioassay records: PubChem BioAssay, University of Kansas High Throughput Screening Laboratory
